Bioassay records deposited in PubChem by several laboratories.
PKA-R1A activ – activates the PKA-R1A holoenzyme complex | activation, % at 11.4 µM | 0.083% of 340,000 active | P00514+P68181 | PKA-R1A dissociation, Cy5-IP20 fluorescence polarization; scaled: DMSO 0%, 113 µM cGMP 100%;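 active = percent activation above the mean of all tested compounds plus 3 SD, cut at about 19% in these data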;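 also: higher means more PKAc released from R1A so a rise in polarization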
E coli growth – counter-screen for AddAB inhibitors: E. coli growth inhibition | E. coli V3065 growth, OD600 absorbance, 18 h | inhibition, % at 11.9 µM | 0.27% of 330,000 active | AID 449728;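 active = inhibition above the campaign's mean inhibition across all tested compounds plus 3 SD, cut at about 9.9% in these data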;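 also: uninfected addAB+ strain grown without phage in ampicillin broth; 0% = DMSO wells and 100% = ciprofloxacin 0.95 µg/ml wells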
phage Ecoli inh – E. coli growth loss with phage present; AID 651602; growth absorbance; inhibition, % at 11.9 µM; 0.26% of 360,000 active; in the data active = inhibition above about 11%
SUMO Mot1 rescue – blocks SUMOylation pathway, rescuing yeast Mot1-301 growth; S. cerevisiae Mot1-301 growth rescue, ATP luminescence, 38.5C; percent above DMSO median, 100 means doubled; growth rescue, % at 18.8 µM; 1% of 320,000 active; AID 2716;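 active = every valid replicate shows activation above 250% relative to neutral control wells; inactive = the rest, any valid replicate at or below 250%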;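 also: OY570 slx delta 5 strain wells were the positive control but not used for scaling; some compounds called inactive have numbers as strong as hits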
MOR-DOR ag – OPRM1-OPRD1 heterodimerization agonism; P35372+P41143; cells, luminescence; activation, % at 9.3 µM; 0.3% of 340,000 active; AID 504326; in the data active = activation above about 18%;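 also: 0% = vehicle-treated cells and 100% = reference agonist; values of inactives mirror those of a sister screen read the other way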
HTR5A inv ctr – counter-screen for OPRM1-OPRD1 inverse agonists: human HTR5A inverse agonism; HTR5A cell line, luminescence; inhibition, % at 9.3 µM; 0.083% of 340,000 active; AID 504634; in the data active = inhibition mostly above about 23%, no sharp cut-off; inactive = mostly below about 18%;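 also: 0% = cells with DMSO and 100% = no-cell wells with DMSO; some compounds called inactive have numbers as strong as hits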
Target sequence (P47898 whole entry, looked up): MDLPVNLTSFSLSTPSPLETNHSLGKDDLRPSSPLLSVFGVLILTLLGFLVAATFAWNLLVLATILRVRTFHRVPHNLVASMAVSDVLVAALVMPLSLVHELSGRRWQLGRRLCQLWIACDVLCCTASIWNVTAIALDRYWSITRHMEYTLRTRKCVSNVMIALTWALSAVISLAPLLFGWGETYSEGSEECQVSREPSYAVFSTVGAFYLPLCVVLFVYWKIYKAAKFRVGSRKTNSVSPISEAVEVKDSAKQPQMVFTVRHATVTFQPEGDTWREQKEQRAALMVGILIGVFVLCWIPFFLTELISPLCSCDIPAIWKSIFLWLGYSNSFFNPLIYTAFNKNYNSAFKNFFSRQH
AddAB inh – less growth of phage-infected E. coli with AddAB | E. coli expressing H. pylori AddAB, absorbance growth | inhibition, % at 11.9 µM | 0.29% of 330,000 active | AID 435030; in the data active = inhibition above about 12%;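 also: 0% = vehicle wells of infected cells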
OPRM1-OPRD1 inv – inverse agonists of human mu-delta opioid receptor heterodimerization. cell-based MOR-DOR heterodimer luminescence, inverse agonism. inhibition, % at 9.3 µM. 0.21% of 340,000 active; in the data active = inhibition above about 22%, passing the limit was not always enough;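 also: 0% = cells with DMSO and 100% = wells without cells with DMSO; values of inactives mirror those of a sister screen read the other way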
Tat transport – blocks Tat-dependent protein export in E. coli; E. coli MC4100 TorA-mCherry Tat export, fluorescence; inhibition, % at 10 µM; 0.036% of 340,000 active; AID 488895;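 active = mean replicate inhibition at least 50% and at least half of replicates individually reaching 50%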;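 also: exported cargo escapes ClpAP degradation while cytoplasmic cargo is degraded and loses fluorescence; 0% = median of neutral control wells and 100% = median of NaSCN control wells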
PfHsp90 set2 – inhibits growth of yeast expressing Plasmodium falciparum Hsp90 | S. cerevisiae expressing PfHsp90, BacTiter-Glo ATP, 48 h; yeast lacking PDR1 and PDR3 efflux regulators | inhibition, % at 9.4 µM | 0.32% of 310,000 active | AID 504621;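 active = every replicate shows inhibition above about 80%, whatever the replicate mean, limit read from the data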;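 also: 0% = DMSO neutral controls and 100% = 20 µM radicicol positive controls; yeast relying on Plasmodium falciparum Hsp90 in place of its own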
PKA-R2B activ – activates the human PKA-R2B holoenzyme complex | P22694+P31323 | 0.079% of 340,000 active | AID 504700 | activation, % at 11.4 µM | PKA-R2B holoenzyme dissociation, Cy5-IP20 fluorescence polarization; R2B truncated from residue 108, S112A mutant; 0% DMSO only, 100% 113 µM cGMP;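 active = activation above a cutoff set at the mean over all compounds plus 3 SD, cut at about 18% in these data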;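 also: higher means more holoenzyme dissociation and a rise in polarization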
Target sequence (P31323 whole entry, looked up, other chains not shown, the tested form may be a part): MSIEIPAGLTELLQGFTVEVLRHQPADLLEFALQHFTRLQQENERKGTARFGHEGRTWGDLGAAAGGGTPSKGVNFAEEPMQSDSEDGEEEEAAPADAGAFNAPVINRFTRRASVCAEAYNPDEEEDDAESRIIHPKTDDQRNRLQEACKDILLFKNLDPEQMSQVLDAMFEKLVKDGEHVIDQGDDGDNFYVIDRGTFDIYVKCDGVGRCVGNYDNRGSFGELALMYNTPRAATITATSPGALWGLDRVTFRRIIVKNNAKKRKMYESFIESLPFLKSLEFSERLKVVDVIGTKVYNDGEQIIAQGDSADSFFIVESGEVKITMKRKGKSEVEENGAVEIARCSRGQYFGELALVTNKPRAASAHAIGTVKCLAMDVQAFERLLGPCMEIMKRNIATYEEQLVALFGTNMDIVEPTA
* hit, by the source's call; . = not tested or not shown.

SMILES	PKA-R1A activ	E coli growth	phage Ecoli inh	SUMO Mot1 rescue	MOR-DOR ag	HTR5A inv ctr	AddAB inh	OPRM1-OPRD1 inv	Tat transport	PfHsp90 set2	PKA-R2B activ
O=C(NCCCc1nc2ccccc2[nH]1)c1cccs1	-1	-0.9	3.8	-7	1.3	3	0.8	-6	-7	-21	-7
Cc1nc(N2CCOCC2)c2oc3ccccc3c2n1	-12	0.5	1.6	-4	-2.2	-13	-0.7	11	5	32	1
Cc1ccc(NC(=O)c2ccc(Cl)cc2[N+](=O)[O-])nc1	-3	-2.9	1.0	-12	-0.8	5	-1.2	6	-3	4	-7
CN1CCN(C(=O)C2C3C=CC(C3)C2C(=O)O)CC1 (stereo unspecified)	8	-0.2	1.9	1	0.0	12	0.8	0	6	9	-4
O=c1cc(CSc2nnnn2-c2ccccc2)nc(Nc2ccc(F)cc2)[nH]1	7	-0.6	1.6	-5	-2.5	20	0.5	12	-1	7	13
O=C1/C(=N\S(=O)(=O)c2cccs2)C([n+]2ccccc2)=C([O-])c2ccccc21	-1	2.0	3.4	-10	10	19	3.4	-51	-5	6	-13
Cc1ccc(-n2nc3c(=O)n(CC(=O)NCc4ccccc4)nc(C)c3c2C)cc1	6	-2.2	-0.7	3	-1.6	-10	-0.5	8	0	-5	5
CN(Cc1ccccc1F)C(=O)CN1c2cccc3cccc(c23)S1(=O)=O	-12	0.5	5.5	.	-1.3	-7	-0.9	7	-1	-21	-18
COCCN(Cc1ccccc1)P(=O)(O)c1ccccc1OCC(=O)O	-7	-0.9	1.7	-15	-1.0	-32	2.8	5	0	3	-11
Cc1cccc(N(C2C=CS(=O)(=O)C2)S(=O)(=O)c2ccccc2)c1 (stereo unspecified)	2	0.2	1.1	-2	-2.0	-10	-0.3	11	4	8	-8
Fc1ccccc1C1CCN(Cc2nc(CC3CC3)no2)C1 (stereo unspecified)	-1	0.4	4.0	-15	-1.4	-3	4.6	7	4	-33	-3
O=C(c1ccccc1)c1nn(-c2cccc(Cl)c2)c2nc(-c3ccccc3)cc(=O)n12	-7	1.9	3.2	-5	-0.1	1	0.6	1	0	-35	-2
CCc1ccc(O)c(N=Cc2ccccc2O)c1	6	1.2	3.7	11	-0.3	4	0.2	2	3	20	-13
CCn1c(SCC(=O)c2ccccc2)nnc1-c1cc2cc(Br)ccc2o1	4	3.1	1.1	-5	0.6	-19	4.3	-2	-3	0	-3
CC(=O)NC(Cc1c[nH]c2ccccc12)C(=O)OCC(=O)Nc1ccc2c(c1)OCO2 (stereo unspecified)	3	-0.6	0.1	40	-0.2	4	1.0	1	9	-9	0

Compounds from the list above that contain four or more nitrogen atoms:
SMILES	PKA-R1A activ	E coli growth	phage Ecoli inh	SUMO Mot1 rescue	MOR-DOR ag	HTR5A inv ctr	AddAB inh	OPRM1-OPRD1 inv	Tat transport	PfHsp90 set2	PKA-R2B activ
O=c1cc(CSc2nnnn2-c2ccccc2)nc(Nc2ccc(F)cc2)[nH]1	7	-0.6	1.6	-5	-2.5	20	0.5	12	-1	7	13
Cc1ccc(-n2nc3c(=O)n(CC(=O)NCc4ccccc4)nc(C)c3c2C)cc1	6	-2.2	-0.7	3	-1.6	-10	-0.5	8	0	-5	5
O=C(c1ccccc1)c1nn(-c2cccc(Cl)c2)c2nc(-c3ccccc3)cc(=O)n12	-7	1.9	3.2	-5	-0.1	1	0.6	1	0	-35	-2

Continued:
SMILES	PKA-R1A activ	E coli growth	phage Ecoli inh	SUMO Mot1 rescue	MOR-DOR ag	HTR5A inv ctr	AddAB inh	OPRM1-OPRD1 inv	Tat transport	PfHsp90 set2	PKA-R2B activ
CC(O)[C@H]1CC[C@H]2[C@@H]3CC[C@H]4C[C@@H](O)CC[C@]4(C)[C@H]3/C(=N/O)C[C@]12C (stereo partly specified)	-11	0.3	1.8	3	-0.8	-14	0.9	5	-2	1	-1
CCOc1ccc(NS(=O)(=O)c2ccc(SC)cc2)cc1	0	0.7	0.5	3	8.9	-32	0.1	-50	4	0	-2
COc1ccc(N(C(C)C(=O)N2CCC(Cc3ccccc3)CC2)S(C)(=O)=O)cc1 (stereo unspecified)	0	0.8	-1.1	4	2.1	-19	0.2	-10	5	-4	-4
COc1ccc(CNC(=O)C2CCN(S(=O)(=O)c3cccc(C(F)(F)F)c3)CC2)cc1	3	.	2.9	.	-2.1	-19	.	10	-4	-3	3
Cc1ccc(SCc2cc(=O)[nH]c(N3CCN(Cc4ccc5c(c4)OCO5)CC3)n2)cc1	-8	-1.4	0.9	12	0.4	11	2.9	-2	3	-12	-2
Cn1cc(Br)c(C(=O)Nc2nccs2)n1	-16	-2.9	4.2	626*	-2.3	-3	3.4	12	-3	11	-3
COc1ccc(N(C)S(=O)(=O)c2ccc3c(c2)CCN3C(=O)C2CC2)c(OC)c1	-7	-1.3	0.8	-4	2.2	-9	4.2	-12	-2	22	-4
CC(=O)c1ccc(-n2nnnc2SCC(=O)NNC(=O)c2ccco2)cc1	2	-0.4	0.5	3	-2.2	-3	2.4	13	-4	1	-12
Cc1c(NC(=O)N2CCCCCC2)c(=O)n(-c2ccccc2)n1C	-3	-0.7	1.6	6	-1.8	-8	-2.1	10	-4	10	-1
CCn1c(C)nc2cc(C(=O)N/N=C/c3ccc(N4CCOCC4)cc3)ccc21	8	-1.4	0.7	-8	0.6	-20	-0.5	-3	3	-25	-5
O=C(Cc1cccc(NC(=O)C2CCCN(C(=O)C3CCC3)C2)c1)Nc1cccc(C(=O)N2CCOCC2)c1 (stereo unspecified)	-2	.	1.4	.	0.6	8	.	-3	6	9	5
C=CCn1c(SCC(=O)N(C)C2CCS(=O)(=O)C2)nc2ccccc2c1=O (stereo unspecified)	2	1.5	0.5	-10	-3.5	17	3.7	16	-15	8	-9
Cc1cc(C)c(NC(=O)c2cc3c(nc4sccn43)s2)c(C)c1	-6	1.3	3.5	-3	0.7	4	2.1	-4	-6	21	5
CC1CC(C)CN(C(=O)CSc2nnc(CSc3ncccn3)n2C)C1 (stereo unspecified)	1	1.2	1.2	7	-1.9	1	1.4	10	-3	11	0
COCCC(=O)N1CCC(Oc2ccc(C(=O)N3CCC(N(C)C)C3)cc2)CC1 (stereo unspecified)	6	-3.6	5.8	-22	-1.6	-6	0.5	8	3	34	-6
COc1ccc(CC(=O)Nc2c(C(N)=O)oc3ccccc23)cc1	-13	-1.8	3.2	-12	-3.5	0	2.5	18	2	-11	9
Cc1cc2ccccn2c1C(=O)c1ccc(F)cc1	14	0.9	2.7	-8	3.4	4	3.4	-18	5	12	-1
Cc1c(Br)ccc(NC(=O)Cn2nc(-c3cccs3)ccc2=O)c1C	6	-3.3	1.9	-9	0.4	5	1.8	-2	0	12	8
Cc1ccc2nc(NC(=O)CN3CCOCC3)sc2c1	5	1.4	-1.4	0	0.8	7	0.0	-5	-13	5	5
Cc1nn(C(C)C(=O)NNC(=S)Nc2ccc(F)cc2)c(C)c1[N+](=O)[O-] (stereo unspecified)	-3	1.8	2.0	10	-0.4	2	1.7	2	-5	-21	4
Cc1ccc(S(=O)(=O)NCc2ccccc2)cc1C(=O)NC1CCC(C)CC1 (stereo unspecified)	-9	-0.2	2.1	18	1.3	-10	-1.0	-9	-6	20	4
Cn1c(C(=O)N2CCCC(C(=O)NCCc3ccccc3)C2)cc2sccc21 (stereo unspecified)	8	0.6	0.6	70	-1.4	18	0.4	8	1	26	-1
CCCCS(=O)c1c(O)c2ccccc2[nH]c1=O (stereo unspecified)	-18	-1.2	-0.6	7	0.8	1	1.6	-5	-7	-5	-2
COc1ccccc1-c1nc(-c2ccc(Br)o2)no1	12	-1.4	2.4	3	4.1	-1	2.2	-24	-6	-48	-1
CCN(CC)Cc1ccccc1CNC(=O)c1cccc(S(=O)(=O)Nc2ccc3c(c2)OCO3)c1	2	-1.6	0.5	-5	-1.8	11	-2.0	7	-4	0	-4
O=C(/C=C/c1ccco1)Nc1cccnc1	0	-0.1	2.0	44	-1.6	-1	0.6	10	-5	2	14
Cc1nnc(SC(C)C)n(N)c1=O	-15	0.6	-0.3	18	0.1	-12	0.3	0	5	17	-1
CC(Sc1nc2sccc2c(=O)n1-c1ccccc1)C(N)=O (stereo unspecified)	9	0.3	1.9	317	-0.3	-6	2.1	2	-1	10	5
CCCC(=O)OCCNC(=O)c1cc2ccccc2oc1=O	-12	-1.0	2.5	-11	-1.6	-8	4.2	7	0	-5	0
CCCCC1C2C(=O)N(c3ccccc3)C(=O)C2ON1c1ccccc1 (stereo unspecified)	11	-2.0	2.7	-8	-3.9	-12	-0.6	19	7	-7	-4
COc1ccc(CCC(=O)Nc2ccc(Cl)c(S(=O)(=O)N3CCOCC3)c2)cc1OC	5	.	0.3	.	-1.4	-4	.	6	-2	-12	-8

Whole records, quoted from the list:
CCCCC1C2C(=O)N(c3ccccc3)C(=O)C2ON1c1ccccc1 (stereo unspecified) in the list: PKA-R1A activ: 11; E coli growth: -2.0; phage Ecoli inh: 2.7; SUMO Mot1 rescue: -8; MOR-DOR ag: -3.9; HTR5A inv ctr: -12; AddAB inh: -0.6; OPRM1-OPRD1 inv: 19; Tat transport: 7; PfHsp90 set2: -7; PKA-R2B activ: -4
Cc1nn(C(C)C(=O)NNC(=S)Nc2ccc(F)cc2)c(C)c1[N+](=O)[O-] (stereo unspecified) in the list: PKA-R1A activ: -3; E coli growth: 1.8; phage Ecoli inh: 2.0; SUMO Mot1 rescue: 10; MOR-DOR ag: -0.4; HTR5A inv ctr: 2; AddAB inh: 1.7; OPRM1-OPRD1 inv: 2; Tat transport: -5; PfHsp90 set2: -21; PKA-R2B activ: 4
